KOR beta-arrestin-1: KOR agonists, beta-arrestin recruitment, primary screen, cell-based, luminescence, uHTS (AID 1777) | KOR beta-arrestin recruitment, luminescence; higher % means a stronger effect | activation, % at 10 µM, or EC50 in µM where a hit was titrated | 280,000 compounds, 0.02% hits; in the data active = activation above about 50%, passing the limit was not always enough; also: a part of the inactive calls stands beside numbers as strong as those of hits
LYP phosphatase: inhibitors of LYP phosphatase, biochemical, fluorescence intensity, uHTS (AID 1779); Tyrosine-protein phosphatase non-receptor type 22 (Homo sapiens); 290,000 compounds, 0.054% hits; one-dose inhibition, % at 11.5 µM; IC50 in µM for titrated hits; recombinant LYP phosphatase, fluorescence intensity; higher % means a stronger effect;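 also: plate controls were vehicle with enzyme for no effect and no enzyme for full effect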
NOD1 inhibition: NOD1 signaling inhibitors, primary screen, cell-based, luminescence, uHTS (AID 1578) | NOD1-driven NF-kB luciferase reporter cells, luminescence; higher % means a stronger effect | inhibition, % at 4 µM, or EC50 in µM where a hit was titrated | 290,000 compounds, 1% hits; in the data active = inhibition mostly above about 36%, no sharp cut-off; inactive = mostly below about 34%;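 also: HEK-293T reporter cells stimulated with the NOD1 agonist gamma-tri-DAP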
SIAH1 antagonists: Siah-1 peptide-binding antagonists, primary screen, biochemical, fluorescence polarization, rhodamine-plectin, uHTS (AID 1817). one-dose displacement, % at 20 µM; IC50 in µM for titrated hits. E3 ubiquitin-protein ligase SIAH1 (Homo sapiens). Siah-1 / rhodamine-plectin peptide fluorescence polarization; higher % means a stronger effect. 290,000 compounds, 0.02% hits;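 active = displacement of at least 50% at 20 µM, with a fluorescence ratio check between 0.3 and a set limit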;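 also: plate controls were Siah plus tracer with DMSO for no effect and tracer alone without Siah for full effect; strong numbers were not always called active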
KOR beta-arrestin-2: KOR antagonists, beta-arrestin recruitment, cell-based, luminescence, uHTS (AID 1778) | KOR beta-arrestin recruitment, luminescence, antagonist mode; higher % means a stronger effect | one-dose inhibition, % at 10 µM; IC50 in µM for titrated hits | Kappa-type opioid receptor (Homo sapiens) | 290,000 compounds, 0.091% hits; also: strong numbers were not always called active
NOD2 inhibition: NOD2 signaling inhibitors, cell-based, luminescence, uHTS, HEK293 (AID 1566); HEK293 NOD2/NF-kB luciferase reporter, luminescence; higher % means a stronger effect; 290,000 compounds, 0.63% hits; inhibition, % at 4 µM; hits with a dose series show EC50 in µM; also: many of its hits are not listed in these tables
Salmonella PhoP GFP: inhibitors of PhoP regulon expression, primary screen, Salmonella Typhimurium, GFP reporter (AID 1863); S. Typhimurium PhoP-regulated promoter GFP reporter, 4 h; higher % means a stronger effect; 300,000 compounds, 0.16% hits; one-dose inhibition, % at 50 µM; IC50 in µM for titrated hits;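 active = inhibition over 29.93%, a cutoff 3 SD above the screen mean, later confirmed by dose response; inconclusive = inhibition over 29.93% but no dose response follow-up; inactive = inhibition at most 29.93% or unconfirmed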;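 also: 0% = low Mg2+ inducing control and 100% = high Mg2+ repressing control; strong numbers were not always called active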
HIV peptide binding: inhibitors of HIV fusion peptide binding, primary screen, biochemical, uHTS, fluorescence dequenching (AID 1986) | cell-free peptide binding, fluorescence dequenching, 30 min; higher % means a stronger effect | 290,000 compounds, 0.3% hits | inhibition, % at 20 µM; hits with a dose series show IC50 in µM; in the data active = inhibition mostly above about 52%, no sharp cut-off; inactive = mostly below about 76%; also: some results filed as inactive read as strong as hits
Myeloid diff 2: induction of myeloid progenitor differentiation, primary screen, cell-based, flow cytometry, MLPCN library; ER-HoxA9 myeloid progenitors, lysozyme-GFP differentiation; calls only at 10 µM; 360,000 compounds, 1% hits; AID 624256, 2012;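 active = normalized GFP-positive differentiation at or above the plate's own cutoff, the solvent-only control mean plus 3 SD; inconclusive = no clear call, values can overlap the other calls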;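 also: cells exposed to compound for four days before flow analysis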
Myeloid diff 2 GFP+ MAC1+ %: second read-out of Myeloid diff 2, no call of its own (marks repeat the call); GFP+ MAC1+ double positive, %; measured here: differentiation confirmed by MAC1 staining
* = called active by the depositor; i = inactive; ? = inconclusive; · = no result given; & = joins results of further samples; [ ] = another dose, or the depositor's remark. Rule as the data show it, unless noted: active = inhibition above about 50%; inactive = the rest.

Order of results: KOR beta-arrestin-1	LYP phosphatase	NOD1 inhibition	SIAH1 antagonists	KOR beta-arrestin-2	NOD2 inhibition	Salmonella PhoP GFP	HIV peptide binding	Myeloid diff 2	Myeloid diff 2 GFP+ MAC1+ %
Cc1cc(C(=O)N2CCOCC2)c(C)o1
 : 1.5%	-10%	6%	-3%	-54%[20 µM]	0%	-1%	-0.1%	i	0.4
O=C(Nc1ccc(F)cc1F)NC1CCN(S(=O)(=O)c2ccc(F)cc2)CC1
 : 5.4%	-9%	28%	-6%	-21%	11%	-5%	-1.6%	i	0.3
COc1ccccc1C(=O)Nc1cccc(S(=O)(=O)N2CCCC2)c1
 : 4.0%	-2%	2%	-6%	24%	2%	-6%	-0.7%	i	0.2
CC(=O)c1cnc(N2CCCCC2)nc1C
 : 0.9%	-1%	-21%	2%	-5%	-7%	-6%	-0.2%	i	1.4
CC(C)OCCCn1c(=O)c2ccccc2n2c(CCC(=O)NCc3ccccn3)nnc12
 : -1.4%	-12%	-6%	-1%	10%	17%	1%	-1.2%	i	1.2
CC(=O)NCCNc1ccc([N+](=O)[O-])cc1C#N
 : -5.9%	-3%	-18%	9%	4%	-1%	-1%	2.0%	i	0.6
CN(C)S(=O)(=O)c1cccc(NC(=S)Nc2ccc(Cl)cc2Cl)c1
 : -0.4%	-10%	15%	-5%	37%	11%	-11%	-1.6%	i	0.6
Cc1c(Cl)c(-c2n[nH]c(=S)n2-c2ccc(F)cc2)nn1C
 : 0.7%	-2%	-21%	7%	-7%	-4%	2%	0.5%	i	0.4
C/C(N)=C(/C#N)C(=O)CSc1nnc(-c2ccccc2)n1C
 : 3.7%	-6%	-9%	-4%	27%	2%	1%	-0.8%	i	0.4
CC(=O)N(Cc1ccccc1)c1nc(-c2ccccc2)cs1
 : 2.3%	-9%	26%	-3%	-28%[20 µM]	1%	·	0.6%	i	0.7
Cc1ccc(O)c(C(=O)c2cc(C#N)c(=O)n(-c3nccs3)c2)c1
 : 0.2%	3%	38%	-4%	10%	-50%	-14%	143%	i	2.0
Cc1ccccc1-c1nc2ccccc2c(=O)n1C1CCS(=O)(=O)C1 (stereo not given)
 : 0.4%	-3%	-2%	0%	15%	13%	-2%	1.9%	i	6.4
Cc1cc(C(=O)N/N=C/c2sccc2C)no1
 : 3.8%	-8%	-24%	1%	-2%	-14%	-7%	2.0%	i	0.5
COCc1ccccc1Cn1cnc2c1c(=O)n(C)c(=O)n2C
 : 0.1%	-1%	·	0%	17%	12%	2%	2.0%	i	2.5
Cc1noc(C)c1COC(=O)CCCc1nc2ccccc2s1
 : -2.2%	3%	-11%	2%	20%	-8%	-5%	0.6%	i	1.0
O=C(N/C(=C/c1ccccc1Cl)C(=O)N1CCCC1)c1ccccc1
 : 9.6%	-5%	3%	-5%	-22%	-5%	2%	1.1%	i	0.8
O=C(c1ccccc1Sc1c(Cl)cccc1[N+](=O)[O-])N1CCOCC1
 : -0.7%	-7%	-15%	-2%	0%	10%	-10%	-1.0%	i	1.7
CC1(C)C(=O)NCCN1C(=O)CCC(=O)O
 : -0.2%	-1%	-27%	20%	1%	18%	1%	-0.6%	i	1.4
Cc1nc(NC(=O)C2CC2)sc1C(=O)NC1CCCCC1
 : -5.2%	-9%	-19%	1%	-33%	-4%	16%	-1.6%	i	0.1
CC(=O)Nc1ccc(NC(=O)CN(C)CCC#N)cc1
 : ·	-3%	-3%	4%	-6%	1%	-4%	-1.2%	i	0.4
S=C(Nc1cccc(Cl)c1)Nc1ccc2c(c1)OCCO2
 : 5.5%	-4%	-36%	-4%	-16%	-42%	-1%	-0.7%	i	0.9
Cc1cc(C)c(S(=O)(=O)c2ccccc2C(C)C)c(=O)[nH]1
 : -20%	-6%	-19%	-2%	1%	10%	3%	-0.1%	i	0.7
CNc1nc(OCCNC(=O)Nc2ccccc2)nc(N2CCOCC2)n1
 : 6.1%	-4%	14%	-4%	48%	0%	-1%	-6.3%	i	1.3
O=C(COc1ccc(F)cc1)Nc1ccc2c(c1)OCCO2
 : 4.8%	-7%	-93%	-3%	-12%	-61%	4%	-0.7%	i	0.7
O=C(O)CCCC(=O)N1CCC(C(O)(c2ccccc2)c2ccccc2)CC1
 : -5.5%	-6%	-12%	1%	-45%[20 µM]	10%	16%	-0.3%	i	0.0
Cc1cccc(N2C(=O)C(Cc3ccccc3)NC2=S)c1 (stereo not given)
 : -1.7%	-4%	-10%	0%	15%	9%	-5%	1.9%	i	0.5
COc1ccc(OCCCC(=O)NCc2ccco2)cc1
 : -1.0%	-2%	-16%	9%	-7%	13%	3%	1.2%	i	7.5
Cn1cc(CN2CCC[C@H]2CO)c(-c2cccc(Cl)c2)n1
 : -1.3%	-8%	-4%	2%	7%[20 µM]	12%	·	2.0%	i	0.5
O=C(NCc1cccs1)C(=O)NCC(c1ccco1)N1CCN(c2ccc(F)cc2)CC1 (stereo not given)
 : 2.4%	-2%	-32%	-2%	-24%	-18%	-7%	-1.3%	i	1.4
CCCN(CCC)Cc1c(C(=O)N/N=C/c2ccc(C)o2)nnn1-c1nonc1N
 : -1.0%	6%	-37%	6%	-1%	-4%	-7%	-0.1%	i	1.0
Oc1ccc(/C=N/Nc2nc(-c3ccc(Cl)cc3)cc(C(F)(F)F)n2)cc1
 : 3.9%	-2%	-5%	1%	5%	-12%	7%	0.3%	i	0.1
Cn1ncc([N+](=O)[O-])c1C(=O)N/N=C/c1cccc([N+](=O)[O-])c1
 : 1.6%	-7%	34%	-6%	-5%[20 µM]	22%	-7%	-2.0%	i	0.4
O=C(O)C1(S(=O)(=O)c2ccc(Cl)cc2)CCC1
 : 1.0%	-7%	-4%	1%	-14%	1%	-8%	2.0%	i	5.5
Cc1ccnc2nc(C(=O)NCc3ccccc3)nn12
 : -5.3%	-7%	-43%	-2%	12%	13%	6%	-1.4%	i	0.6
CNS(=O)(=O)c1cc(OC)c(OC)cc1CC(=O)OC
 : -1.6%	-4%	-3%	4%	-12%	10%	-10%	2.4%	i	0.4
O=C(N/C(=C/c1ccc(Br)cc1)C(=O)N1CCOCC1)c1ccc(Br)o1
 : -0.8%	-9%	-23%	4%	-22%	8%	-9%	1.2%	i	0.7
O=C(NCC(=O)N(Cc1cccs1)C(C(=O)NC1CCCCC1)c1ccco1)c1ccco1 (stereo not given)
 : -4.1%	-3%	-14%	-6%	-6%	6%	-9%	-1.9%	i	0.7
Cc1cc(C(=O)C(=O)N(C)C)c(C)n1-c1ccc([N+](=O)[O-])cc1
 : -3.1%	7%	-16%	-2%	-23%	9%	-7%	0.2%	i	3.6
O=C(/C=C/c1cccc(F)c1)NC1CCN(Cc2ccccc2)CC1
 : 3.1%	-4%	-42%	14%	-22%	12%	1%	-0.7%	i	1.0
CC1=NN(c2ccc(C)c(C)c2)C(=O)C1C(c1cccc(O)c1)C1C(=O)N(c2ccc(C)c(C)c2)N=C1C (stereo not given)
 : -0.8%	-8%	15%	-2%	21%	4%	-3%	39%	i	0.7
Cc1nnc(NC(=O)c2ccc(S(=O)(=O)N(C)Cc3ccccc3)cc2)o1
 : 2.7%	0%	4%	-1%	-9%	12%	19%	-0.2%	i	0.4
CCCCCCCCCCOC(=O)Cn1c(COc2ccc(Cl)cc2)[n+](C)c2ccccc21
 : -3.7%	-23%	-11%	2%	17%	-12%	19µM*	38%	i	0.1
Cc1cccc(OCc2nnc(SCC(=O)N3CC(=O)Nc4ccccc43)o2)c1
 : -3.8%	-6%	-17%	6%	7%	10%	0%	-1.4%	i	1.3
COc1ccc(Cl)cc1-n1c(=S)sc2c(=O)n(-c3ccc(F)cc3)c(SCC(=O)O)nc21
 : -2.5%	-2%	2%	1%	-3%	19%	-2%	6.8%	i	0.3
COC(=O)c1cc(NC(=O)c2nccnc2C(=O)O)cc(C(=O)OC)c1
 : -0.9%	-6%	-14%	25%	29%	3%	8%	19%	i	2.0
O=C(CSc1nnc(CNC(=O)c2c(F)cccc2F)o1)Nc1ccc2c(c1)OCO2
 : -1.8%	0%	-47%	3%	-1%	-2%	-5%	0.8%	·	·
Fc1ccc(SCCc2ccncc2)cc1
 : 1.2%&0.6%	-7%&-9%	3%	4%&3%	-18%&7%	-1%&-6%	12%&4%	0.2%&-1.1%	i	6.3&1.3
COC(=O)c1ccccc1NC(=O)c1c(O)c2cccc3c2n(c1=O)CCC3
 : 0.0%	-7%	-8%	-5%	-26%	13%	·	0.3%	·	·
O=C(O)CCSCCCN1C(=O)c2cccc3cccc(c23)C1=O
 : -0.5%	-2%	-36%	-4%	-43%	18%	2%	-0.3%	i	0.2
CC(=O)NS(=O)(=O)c1ccc(NC(=O)c2cc(-c3ccc(C)c(C)c3)nc3ccccc23)cc1
 : 5.3%	3%	10%	-8%	-9%	-19%	-5%	46%	i	2.1
CC(=O)c1cccc(NC(=O)CSc2ccc(-c3ccco3)nn2)c1
 : -2.5%	-10%	-8%	-1%	0%	19%	-5%	-0.4%	i	1.2
CCc1ccc(Nc2ncc3c(n2)CC(C)(C)CC3=O)cc1
 : -1.4%	-4%	-2%	5%	10%	-83%	-8%	0.8%	i	0.2
COc1ccc(C(=O)O/N=C/c2c(C(F)(F)F)nn(C)c2SCc2ccccc2Cl)cc1
 : 4.9%	-4%	-10%	-4%	-56%	2%	23%	0.3%	i	0.5
CCOC(=O)c1sc(NC(=O)CN2CCN(c3ccc(OC)cc3)CC2)nc1C
 : 0.7%	-7%	-4%	-5%	-38%	6%	7%	-1.8%	i	0.9
CC1CCN(C(=O)CCc2ccc(S(=O)(=O)NC(C)(C)C)cc2)CC1
 : -3.8%	-5%	-8%	5%	19%	16%	1%	-0.6%	i	2.7
CCc1ccc(NC(=S)N(CCOC)C2CCN(C(C)=O)CC2)cc1
 : -3.2%	-6%	1%	3%	1%	13%	-5%	-1.5%	i	0.4
COC(c1ccccc1)c1nnc(CCC(=O)N2CCCCCCC2)o1 (stereo not given)
 : ·	5%	-45%	2%	3%[20 µM]	-31%	·	0.4%	i	0.7
CCn1cc(/C=C(\NC(=O)c2ccc(OC)cc2)C(=O)N2CCOCC2)c2ccccc21
 : 3.1%	-3%	-5%	-5%	-5%	11%	-6%	-1.3%	?	·
C/C(=N\NC(=S)NCC(C)(C)C)c1cc(F)cc(F)c1O
 : -4.3%	-1%	1%	5%	23%	8%	3%	-0.4%	i	0.3

Source: PubChem BioAssay (several laboratories)

This is a subset; rates above refer to the full screens.
